# BAZ2B inh: blocks human BAZ2B | AlphaScreen BAZ2B-H3K14Ac peptide displacement | hit rate 4.4% among 360,000 | Potency, µM (series often up to 114 µM), inactives show at the top dose activity change, negative = inhibition, hits mostly inhibitors | Q9UIF8; also: potency is read from the fitted curve at half-maximal effect; % is scaled to controls: 0 for no effect and ±100 for the full control effect; nearly all actives have a fitted effect of over 60% in size
#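 Compounds, titrated to a top concentration of 110 uM, were incubated 30 min at room temperature with preformed BAZ2B/acetyl-K14 H3 peptide complex (50 nM each). Proximity signal was measured by AlphaScreen after 20 min with beads.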
# PGK inhibitor: inhibitors of T. brucei phosphoglycerate kinase; P07378; PGK/GAPDH coupled, Kinase-Glo luminescence, 60 min; Potency, µM (top dose mostly 57.5 µM), without a hit: at the top dose activity change, negative = inhibition, usual class: inhibitors; hit rate 0.043% among 380,000; AID 602233; also: potency is read from the fitted curve at half-maximal effect; % is scaled to controls: 0 for no effect and ±100 for the full control effect; nearly all actives have a fitted effect of over 60% in size
#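 Recombinant glycosomal PGK reaction used 1,3-bisphosphoglycerate generated in-well by GAPDH (100nM final) in 100mM TEA pH 7.6, 5mM MgCl2, 0.01% Tween-20. After 60 minutes at room temperature, ATP was read by Kinase-Glo Plus luminescence end-point.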
# PI4K2A block: inhibitors of human PI4K2A | Q9BTU6 | purified PI4K2A, ADP-Glo luminescence, 1 h; hits give low values | activity change, negative = inhibition, % at 76.9 µM | hit rate 0.13% among 420,000 | AID 1346378; in the data active = activity change below about -50%; inconclusive = mostly about -30% to -49%;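 also: -100% = wells without enzyme as full effect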
#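 In this quantitative HTS, ADP production by PI4K2A was quantified luminescently after 1 h at ambient temperature; 100 microM adenosine served as plate-quality control.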
# HP1b chromo inh: inhibitors of HP1-beta chromodomain binding to methylated histone tails; Potency, µM (highest dose often 114 µM), for the others: at the top dose activity change, negative = inhibition, hits mostly inhibitors; AlphaScreen HP1-beta / biotin-H3K9me3 peptide binding; P83916; hit rate 0.56% among 390,000; also: potency is read from the fitted curve at half-maximal effect; nearly all actives have a fitted effect of over 70% in size; inactives centre near 23
#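 AlphaScreen: HP1-beta (50 nM) preformed 30 min with biotin-H3(1-18)K9me3 peptide (50 nM) in PBS pH 7.4, 0.01% Tween-20. Compound added for 30 min at RT, then streptavidin donor/nickel chelate acceptor beads (10 ug/mL) for 30 min.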
# GLS inh: blocks human kidney-isoform glutaminase activity; O94925; GLS enzymatic activity, qHTS titration; Potency, µM (top dose mostly 45.5 µM), without a hit: top-dose activity change, negative = inhibition, hits mostly inhibitors; hit rate 0.21% among 410,000; AID 624170; also: potency is read from the fitted curve at half-maximal effect; % is scaled to controls: 0 for no effect and ±100 for the full control effect
# Target sequence (O94925 whole entry, looked up, canonical isoform): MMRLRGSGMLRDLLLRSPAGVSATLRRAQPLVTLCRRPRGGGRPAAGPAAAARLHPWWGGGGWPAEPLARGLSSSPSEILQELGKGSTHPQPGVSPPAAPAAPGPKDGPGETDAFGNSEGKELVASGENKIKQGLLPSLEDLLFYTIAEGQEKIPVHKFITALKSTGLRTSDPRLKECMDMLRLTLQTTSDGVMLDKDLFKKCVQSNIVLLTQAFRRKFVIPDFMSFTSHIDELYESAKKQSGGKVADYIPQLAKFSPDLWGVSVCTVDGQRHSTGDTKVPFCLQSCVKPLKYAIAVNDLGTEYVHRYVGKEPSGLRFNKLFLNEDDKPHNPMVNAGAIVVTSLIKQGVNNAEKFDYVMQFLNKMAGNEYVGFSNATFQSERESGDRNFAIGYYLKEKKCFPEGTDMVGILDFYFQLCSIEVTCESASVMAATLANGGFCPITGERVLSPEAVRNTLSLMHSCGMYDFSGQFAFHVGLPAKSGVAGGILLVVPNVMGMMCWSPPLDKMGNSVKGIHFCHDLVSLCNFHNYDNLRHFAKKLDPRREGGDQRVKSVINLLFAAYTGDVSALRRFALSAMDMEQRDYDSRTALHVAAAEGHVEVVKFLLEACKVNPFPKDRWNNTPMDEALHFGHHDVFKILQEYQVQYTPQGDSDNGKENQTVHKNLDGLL
#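 hKGA in 45 mM KH2PO4 (pH 8.2), 0.02% Tween-20 with compound, then 1mM L-Glutamine (stock as added) plus glutamate oxidase/HRP/Amplex red coupling mix. Fluorescence read initially and after 30 min at RT; signal change reflects glutamate formation.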
# ERG-DNA inh: ERG Ets/DNA interaction inhibition. AID 624246. P11308. Potency, µM (highest dose often 76.9 µM), inactives show at the top dose FP activity, negative = inhibition, hits mostly inhibitors. hit rate 0.028% among 370,000. fluorescence polarization, His-ERG Ets domain / labelled DNA; active = well fitted inhibition curve with a large enough effect in the polarisation, with a control signal flat; inconclusive = small, poorly fitted or top-dose-only effect, or effect the other way, or a change in a side signal; inactive = no such curve, though single readings can be large or run the other way; the % refers to the polarisation;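 also: polarization taken with two DNA probes labelled with fluorescein and Texas red; potency is read from the fitted curve at half-maximal effect; % of control where 0% means no effect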
#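 His-tagged ERG Ets domain (1 uM in the protein solution; 300mM KCl, 50mM Tris-HCl, 1mM EDTA, 1mM DTT, pH 7.5) received compound, then a probe mix of 5 nM fluorescein-DNA and 100nM Texas-615-DNA. Fluorescence polarization was read for both dyes.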
# Pin1 inhibitor: human Pin1 inhibition; Q13526; Pin1 FP peptide displacement, HiFluor488, 10 min; Potency, µM (highest dose often 115 µM), for inactives: at the top dose activity, negative = inhibition, usual class: inhibitors; hit rate 0.009% among 390,000; AID 504891; active = well fitted inhibition curve with a large enough effect in the polarisation, with a control signal flat, not every such curve was filed as active; inconclusive = small, poorly fitted or top-dose-only effect, or effect the other way, or a change in a side signal; inactive = no such curve, though single readings can be large or run the other way; the % refers to the polarisation; also: potency is read from the fitted curve at half-maximal effect; % is scaled to controls: 0 for no effect and ±100 for the full control effect
# Target sequence (Q13526 whole entry, looked up): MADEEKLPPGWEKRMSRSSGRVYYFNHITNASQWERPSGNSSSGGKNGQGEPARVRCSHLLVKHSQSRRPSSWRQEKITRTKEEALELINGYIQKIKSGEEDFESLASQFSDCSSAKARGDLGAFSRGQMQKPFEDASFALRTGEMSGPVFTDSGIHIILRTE
# G9a inh: inhibitors of human histone lysine methyltransferase G9a; G9a H3K9 monomethylation, AlphaScreen, 2 h; Q96KQ7; hit rate 8.8% among 350,000; AID 504332; Potency, µM (doses to about 102 µM), for inactives: top-dose activity, negative = inhibition, usual class: inhibitors; also: potency is read from the fitted curve at half-maximal effect; % is scaled to controls: 0 for no effect and ±100 for the full control effect; nearly all actives have a fitted effect of over 75% in size
# Target sequence (Q96KQ7 913-1193 limits assumed): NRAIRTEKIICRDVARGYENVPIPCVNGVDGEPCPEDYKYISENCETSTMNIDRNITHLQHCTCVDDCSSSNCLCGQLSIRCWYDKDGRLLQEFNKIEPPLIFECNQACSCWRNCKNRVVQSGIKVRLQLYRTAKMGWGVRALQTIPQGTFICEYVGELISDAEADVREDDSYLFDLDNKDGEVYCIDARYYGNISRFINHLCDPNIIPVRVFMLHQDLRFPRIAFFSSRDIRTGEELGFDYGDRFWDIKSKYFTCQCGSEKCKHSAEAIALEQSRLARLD
#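 G9a (20 nM) preincubated 15 min RT with compounds, then 500 nM biotinylated H3K9 peptide and 20 uM SAM added; 2 h RT reaction. Monomethyl-H3K9 product detected by AlphaScreen with anti-H3K9me1 antibody, streptavidin donor and anti-rabbit IgG acceptor beads.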
# JMJD2A Tudor: JMJD2A Tudor domain (human) inhibition; Potency, µM (series often up to 114 µM), for the others: at the highest dose activity change, negative = inhibition, actives largely listed as inhibitors; O75164; AlphaScreen JMJD2A-Tudor / H3K4me3 peptide binding; hit rate 4.4% among 390,000; also: potency is read from the fitted curve at half-maximal effect; % is scaled to controls: 0 for no effect and ±100 for the full control effect; nearly all actives have a fitted effect of over 50% in size
# Active calls of the source: *; i = inactive; ? = inconclusive; / = not tested or not shown; & = joins results of further samples; [ ] = another dose, or the depositor's remark. Unless noted, calls follow the shape of the dose curve; as a rule, active = well fitted curve in the direction sought with a large enough effect; inconclusive = small, poorly fitted or top-dose-only effect, or another doubt; inactive = no such curve, though single readings can be large; an effect the other way counts as inactive or inconclusive.
# Start of the data: the first 3 entries (preview)
1. N#Cc1cccc(NC(=O)CSc2nc3c(cc2C#N)N2CCC3CC2)c1
2. CCOP(=S)(OCC)SCSP(=S)(OCC)OCC
3. COC(=O)C1C2c3ccccc3OC1(C)N=c1s/c(=C/c3cn(C)nc3C)c(=O)n12 (stereo not drawn)

Screen / compound no.,1,2,3
BAZ2B inh,-2%,/,?
PGK inhibitor,-6%,i,3%
PI4K2A block,-2,-5,0
HP1b chromo inh,29%,90%[activator],22%
GLS inh,5%,8%,3%
ERG-DNA inh,?,-6%,2%
Pin1 inhibitor,0%,-6%,-5%
G9a inh,-2%[59 µM],/,-10%
JMJD2A Tudor,14%,82%[activator],-18%

# Main list, repeating the preview:
1. N#Cc1cccc(NC(=O)CSc2nc3c(cc2C#N)N2CCC3CC2)c1
2. CCOP(=S)(OCC)SCSP(=S)(OCC)OCC
3. COC(=O)C1C2c3ccccc3OC1(C)N=c1s/c(=C/c3cn(C)nc3C)c(=O)n12 (stereo not drawn)
4. Cc1cnn(-c2cc(Oc3ccccc3)ncn2)c1
5. Cc1nn(-c2ccncc2)c2c1C(=O)CC(C)(C)C2Br (stereo not drawn)
6. CCOP(=O)(c1ccc(N(C)C)cc1)C(O)c1c(Cl)cccc1Cl (stereo not drawn)
7. CC(=O)N1N=C2C3CCN(CC3)C2C1c1ccc(Br)cc1 (stereo not drawn)
8. O=C(CN1CC=C(c2ccccc2)CC1)Nc1c(Cl)cccc1Cl

Screen / compound no.,1,2,3,4,5,6,7,8
BAZ2B inh,-2%,/,?,0%,/,9%,-1%,-10%
PGK inhibitor,-6%,i,3%,-9%,-5%,-11%,-1%,0%
PI4K2A block,-2,-5,0,0,-5,2,0,5
HP1b chromo inh,29%,90%[activator],22%,89%[activator],50%[activator],55%[activator],39%,35%
GLS inh,5%,8%,3%,0%,2%,21%,2%,-5%
ERG-DNA inh,?,-6%,2%,4%,1%,-3%,9%,18%
Pin1 inhibitor,0%,-6%,-5%,-8%,-6%,-6%,4%,?
G9a inh,-2%[59 µM],/,-10%,-49%,/,-6%[59 µM],7%,1%[59 µM]
JMJD2A Tudor,14%,82%[activator],-18%,38%[activator],-8%,-21%,-13%,-9%

9. O=[N+]([O-])c1ccc2c(c1)C(c1ccccc1)=NCCN2
10. CCc1ccc(N2NC(=O)/C(=C/C=C/c3ccco3)C2=O)cc1
11. c1ccc2nc3ccccc3nc2c1
12. Cc1ccc(N(C)C(=O)Oc2ccc(C(=O)c3ccc(Cl)cc3)cc2)cc1
13. N#CCCn1cc(C(=O)Nc2ccccc2Br)c(-c2ccc3c(c2)OCCO3)n1
14. O=C1OC(=O)C2C1[C@@H]1CC[C@H]2O1 (stereo partly drawn)
15. O=C(Nc1ccccc1F)OC1CN2CCC1CC2 (stereo not drawn)
16. Clc1cccc(N2CCNCC2)c1

Screen / compound no.,9,10,11,12,13,14,15,16
BAZ2B inh,-6%,?,-3%,2%,-5%,-4%,-1%,11%
PGK inhibitor,-1%,-9%,4%,-2%,-11%,-3%,i,-9%
PI4K2A block,6,-6,-1,11,1,-1,1,1&5
HP1b chromo inh,22%,-31%,41%[activator],108%[activator],0%,3%,13%,6%
GLS inh,-10%,-17%,7%,-8%,10%,9%,-4%,0%&15%
ERG-DNA inh,-7%,2%,6%,-1%,-5%,-13%,12%,-2%
Pin1 inhibitor,7%,-20%,3%,5%,-3%,3%,-2%,-1%
G9a inh,?,8.9µM*,45µM*,1%[59 µM],-6%[59 µM],?,/,-4%[12.7 µM]
JMJD2A Tudor,-19%,?,-23%,57%[activator],-16%,?,1%,-24%

17. COc1ccc(OC)c(-n2c(O)c(C=NCc3ccc4c(c3)OCO4)c(=O)[nH]c2=O)c1
18. O=C1NC(=O)N(CCC2=CCCCC2)C(=O)/C1=C/c1cccs1
19. CC(C)CN1CCN(Cc2ccc(F)cc2Cl)CC1CCO (stereo not drawn)
20. CC(=O)O[C@H]1[C@H]2O[C@]23[C@@H]2CC[C@]4(O)C[C@@H](O)CC[C@]4(C)C2CC[C@]3(C)[C@H]1c1ccc(=O)oc1 (stereo partly drawn)
21. Cc1c(N)c(C)c([N+](=O)[O-])c(C)c1[N+](=O)[O-]
22. CCOC(=O)[C@]12Cc3cc4c(cc3[C@H]1N(Cc1ccccc1)C(=O)c1ccccc12)OCO4
23. CN(C)/C=c1\sc2c(C#N)cc(C(=O)c3ccc(Br)cc3)n2c1=O
24. Cc1cc(NC(=O)C(Cl)(Cl)Cl)no1

Screen / compound no.,17,18,19,20,21,22,23,24
BAZ2B inh,-6%,?,-5%,10%,-3%,/,10%,-10%
PGK inhibitor,7%,-8%,i,2%,17%,-1%,3%,-9%
PI4K2A block,-8,-28,2,-4,-1,1,4,-7
HP1b chromo inh,19%,6%,49%[activator],29%,44%[activator],16%,52%[activator],17%
GLS inh,15%,-13%,3%,?,0%,1%,-2%,5%
ERG-DNA inh,-3%,37%[activator],-6%,-5%,-1%,6%,1%,0%
Pin1 inhibitor,1%,30%,-1%,7%,?,9%,28%,1%
G9a inh,-37%,14µM*,?,11%[0.501 µM],-2%,/,6%[12.7 µM],/
JMJD2A Tudor,-4%,?,-15%,-9%,-14%,-22%,-1%[11.4 µM],1%

25. CCC12CN3CCN(CC(C3)/C1=N/NC(N)=O)C2
26. O=[N+]([O-])c1ccc(NCCCN2CCOCC2)c2ncccc12
27. COCCNC(=O)c1c(N)n(Cc2ccco2)c2nc3ccccc3nc12
28. COc1ccc(C2/C=C\CN(C(=O)Oc3ccc(C(F)(F)F)cc3)CC(=O)N2Cc2ccc(F)cc2)cc1 (stereo not drawn)
29. Cc1ccccc1CS(=O)(=O)Cc1ccc(C(=O)N2CCC3(CC2)OCCO3)o1
30. COc1cccc(C(=O)C2CCCN(Cc3cnn(C(C)C)c3)C2)c1 (stereo not drawn)
31. O=c1[nH]c(=S)n(-c2ccc(Cl)cc2)c(O)c1/C=N/N1CCOCC1
32. O=c1cccc2n1CC1CC2CN(Cc2c(Cl)cccc2Cl)C1 (stereo not drawn)

Screen / compound no.,25,26,27,28,29,30,31,32
BAZ2B inh,-12%,-1%,-2%,-2%,-1%,-10%,?,56µM*
PGK inhibitor,-2%,-21%,/,1%,i,-1%,6%,2%
PI4K2A block,0,-11,1,-3,-2,1,0,1
HP1b chromo inh,36%,11%,71%[activator],26%&15%,19%,24%,36%,8%
GLS inh,-9%,-5%,-3%,0%,1%,6%,33%,-1%
ERG-DNA inh,6%,1%,/,8%,-11%,-2%,2%,-1%
Pin1 inhibitor,-13%,-2%,9%,?,-1%,-2%,5%,-2%
G9a inh,16%[59 µM],0%,3%,24%[59 µM],25%[0.501 µM],23%,/,35µM*
JMJD2A Tudor,1%,-13%,25%,-17%&-23%,0%,7%,-8%,-36%

# Look-ups from the results shown:
# entry 30 – Pin1 inhibitor = -2%
# entry 32 – JMJD2A Tudor = -36%
# entry 26 – Pin1 inhibitor = -2%
# entry 28 – PGK inhibitor = 1%

# (cont.)
33. CC(C)c1ccc(NC(=O)CSc2nnc(OC(=O)N(C)C)n2C2CC2)cc1
34. COc1ccc(CNC(=O)Cn2c(=O)oc3cc(S(=O)(=O)N4CCCC4)ccc32)cc1
35. CCOC(=O)Cn1cc(C(=O)c2ccccc2F)c2ccccc21
36. O=C(CCC(=O)N1C[C@H]2C[C@@H](C1)c1cccc(=O)n1C2)NCc1cccc(C(F)(F)F)c1
37. O=C(CCN1CCCCC1)Nc1ccc(Br)cc1C(=O)c1ccccc1
38. COc1ccc(NC(=O)c2cn(CCC#N)nc2-c2ccc([N+](=O)[O-])cc2)cc1
39. Cc1noc(C(=O)Nc2sc3c(c2C#N)CCC3)c1Cl
40. CC1(C)C2([N+](=O)[O-])CN3CN(C2)CC1([N+](=O)[O-])C3

Screen / compound no.,33,34,35,36,37,38,39,40
BAZ2B inh,0%,-24%&-6%,-4%,3%,4%,/,-34%,-11%
PGK inhibitor,-1%,-4%,0%,-1%,4%,5%,-1%,4%
PI4K2A block,0,2&-3,-1,4,5,6,-5,1
HP1b chromo inh,25%,34%&27%,1%,40%[activator],25%,18%,-4%,31%
GLS inh,-1%,-7%&-10%,25%,-2%,-5%,13%,24%,10%
ERG-DNA inh,-1%,-2%&5%,-2%,-4%,1%,-2%,9%,1%
Pin1 inhibitor,1%,17%&-7%,-9%,1%,1%,-5%,-5%,8%
G9a inh,0%[12.7 µM],-19%[59 µM],7%[12.7 µM],/,1%[2.33 µM],?,45µM*,3%
JMJD2A Tudor,15%,-3%&-15%,?,-22%,-16%,-7%,-28%,-13%

41. C=CCC1(CN2CCCCCC2=O)C(=O)NC(=O)NC1=O
42. COc1ccc(C)cc1NC(=O)N1CCC2(CC1)OCCO2
43. O=C(Nc1cccc(Br)c1)c1c(O)c2c(n(Cc3ccccc3)c1=O)CCCC2
44. O=C(Cc1ccccc1)N1CCN(Cc2cccc(Cl)c2)CC1

Screen / compound no.,41,42,43,44
BAZ2B inh,-16%,4%,-14%,?
PGK inhibitor,-2%,0%,-5%,-2%
PI4K2A block,-1,1,4,-3
HP1b chromo inh,34%,81%[activator],46%[activator],?
GLS inh,8%,13%,0%,-2%
ERG-DNA inh,4%,10%,-8%,-7%
Pin1 inhibitor,-7%,0%,-13%,2%
G9a inh,19%[59 µM],-3%,4%[12.7 µM],21%[0.501 µM]
JMJD2A Tudor,-5%,4%,6%,3.2µM*

# Source: PubChem

# An excerpt; rates above refer to the full screens.
